MEKK3 PB1 HTS: modulators (inhibitors or enhancers) of MEK5 binding to human MEKK3 PB1 domain. Q99759. bead-based flow cytometry, Alexa488-MEK5 binding to MEKK3; actives lie on both sides; 0 = blocked by unlabeled MEK5, 100 = vehicle. binding response (% of control), % at 10 µM. 290,000 tested, 1.4% active. AID 1529;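 active means binding response more than 3 SD above or below the average of its plate-row segment, actives on both sides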;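 further: Alexa488 bead fluorescence after subtracting the streptavidin-only scavenger bead signal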
Target sequence (Q99759 whole entry, looked up, the tested form may be a part): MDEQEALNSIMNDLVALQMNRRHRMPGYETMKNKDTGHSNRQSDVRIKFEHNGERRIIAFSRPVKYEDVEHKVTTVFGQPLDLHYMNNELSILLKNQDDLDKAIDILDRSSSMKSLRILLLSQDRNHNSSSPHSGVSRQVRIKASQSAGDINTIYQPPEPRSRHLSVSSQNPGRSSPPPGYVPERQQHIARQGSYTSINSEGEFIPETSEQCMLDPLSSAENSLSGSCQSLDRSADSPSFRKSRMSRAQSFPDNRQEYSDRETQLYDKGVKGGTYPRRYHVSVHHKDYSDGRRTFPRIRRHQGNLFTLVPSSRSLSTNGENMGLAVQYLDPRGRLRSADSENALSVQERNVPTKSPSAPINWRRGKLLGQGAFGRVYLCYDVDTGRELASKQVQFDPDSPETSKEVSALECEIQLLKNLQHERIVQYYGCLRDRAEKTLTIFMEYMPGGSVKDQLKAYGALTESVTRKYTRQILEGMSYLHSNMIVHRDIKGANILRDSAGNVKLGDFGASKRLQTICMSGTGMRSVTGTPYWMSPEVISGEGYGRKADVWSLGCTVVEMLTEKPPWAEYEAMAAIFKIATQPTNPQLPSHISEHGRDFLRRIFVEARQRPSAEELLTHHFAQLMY
GalR3 antagonist: human GalR3 antagonism; O60755; HEK293 GalR3-CNG cAMP membrane potential fluorescence; galR3 body fused to GalR1 C-terminus; inhibition, % at 3 µM; 360,000 tested, 0.44% active; AID 651719;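 active means inhibition above the screen-wide average plus 3 SD, cut at about 13% in these data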;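 further: forskolin and galanin both at EC90 stimulate the cells; cAMP rise reported by CNG channel membrane potential dye signal; 0% = forskolin plus galanin with DMSO and 100% = forskolin alone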
V1R ag counter: counter-screen for oxytocin receptor agonists: human V1a receptor agonists; CHO-V1R cells, Fluo-8 calcium fluorescence, agonist mode; 0% DMSO, 100% 3 nM vasopressin; 320,000 tested, 0.25% active; activation, % at 3 µM; P37288;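 active means activation above the mean activation of all tested compounds plus 3 SD, per screening run, cut at about 20% in these data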;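 further: signal is peak over basal fluorescence ratio across a 100 second FLIPR read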
MEKK2 mut-MEK5: signal of MEK5 binding to mutant human MEKK2 PB1 domain. 290,000 tested, 0.35% active. percent response, % at 10 µM. bead flow cytometry, Alexa488-MEK5 binding to MEKK2 mutant; in the data active means percent response above about 24%, passing the limit was not always enough; further: inactives centre near 1; some results filed as inactive read as strong as hits; reference of the scale not given here
GPR7 antagonist: blocks human GPR7 receptor signaling; P48145; GPR7-expressing cells, fluorescence antagonist assay; inhibition, % at 4.4 µM; 290,000 tested, 1.1% active; AID 1861; in the data active means inhibition above about 16%, passing the limit was not always enough;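 further: cells stimulated with the agonist NPW; 0% = agonist with vehicle and 100% = vehicle without agonist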
MEKK2 WT-MEK5: raises or lowers MEK5 binding to wildtype human MEKK2 PB1 domain | AID 1531 | Q9Y2U5 | binding response (% of control), % at 10 µM | bead flow cytometry, Alexa488-MEK5 binding to MEKK2 WT; actives lie on both sides | 290,000 tested, 1.1% active; in the data active means binding response below about 67% or above about 130%
NALP1 yeast inh: NALP1 inhibition; S. cerevisiae NALP1/ASC/caspase-1 growth, X-gal OD620, 72 h; inhibition, % at 10 µM; 280,000 tested, 0.61% active; in the data active means inhibition mostly above about 24%, no sharp cut-off; inactive means mostly below about 32%; further: some compounds called inactive have numbers as strong as hits
OXTR ag: activates the human oxytocin receptor; CHO-OTR cells, Fluo-8 calcium fluorescence; normalized: DMSO 0%, oxytocin 100%; activation, % at 3 µM; AID 2435; P30559; 320,000 tested, 0.32% active;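 active means activation above the mean of all tested compounds plus 3 SD, cutoff set per screening run, cut at about 20% in these data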;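 further: peak over basal fluorescence ratio from a 100 s FLIPR kinetic read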
Target sequence (P30559 whole entry, looked up): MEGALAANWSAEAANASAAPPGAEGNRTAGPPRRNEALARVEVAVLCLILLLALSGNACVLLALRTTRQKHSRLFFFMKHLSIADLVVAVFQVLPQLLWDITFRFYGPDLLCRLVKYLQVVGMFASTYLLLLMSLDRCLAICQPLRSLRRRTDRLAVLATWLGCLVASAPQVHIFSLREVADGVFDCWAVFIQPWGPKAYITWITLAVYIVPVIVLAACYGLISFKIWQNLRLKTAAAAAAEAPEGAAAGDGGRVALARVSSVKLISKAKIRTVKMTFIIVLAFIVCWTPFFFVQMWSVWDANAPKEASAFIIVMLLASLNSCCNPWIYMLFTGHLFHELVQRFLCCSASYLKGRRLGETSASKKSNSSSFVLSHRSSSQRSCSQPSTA
PHOSPHO1 block: PHOSPHO1 (human) inhibition. recombinant PHOSPHO1, absorbance phosphatase assay. inhibition, % at 13.3 µM. 290,000 tested, 1.1% active. AID 1565; in the data active means inhibition above about 60%
* = called active by the depositor; · = no result given. Rows are unselected, and some 5.4% of all compounds hit somewhere here.

SMILES | MEKK3 PB1 HTS | GalR3 antagonist | V1R ag counter | MEKK2 mut-MEK5 | GPR7 antagonist | MEKK2 WT-MEK5 | NALP1 yeast inh | OXTR ag | PHOSPHO1 block
O=C(Cn1cnc2ccccc2c1=O)NCCC(=O)N1CCN(c2ccccc2)CC1 | 98 | -2 | -0.5 | -5 | -17 | 93 | 21 | -0.6 | -15
CNC(=S)Nc1sc2c(c1C(=O)OC)CCC2 | 103 | -6 | -1.3 | 7 | -4 | 103 | -10 | -2.0 | 24
Cc1cccc(N(CC(=O)N=Nc2c(O)[nH]c3ccccc23)S(C)(=O)=O)c1C | 91 | -1 | 3.4 | -4 | -10 | 93 | 8 | 4.3 | -15
c1ccc(-c2cc(CSc3nc4ccccc4[nH]3)on2)cc1 | 101 | -6 | 6.8 | 6 | -8 | 101 | -6 | 5.4 | 11
Cc1ccc2cc(C#N)c(N3CCCN(C(=O)C4CCCO4)CC3)nc2c1 (configuration not stated) | 92 | -5 | -0.5 | -11 | -6 | 91 | -13 | -0.1 | 18
CCc1nn(CC(=O)NCCCN2CCCC2=O)c(=O)c2cc3sccc3n12 | 105 | -3 | -0.2 | 7 | -5 | 107 | 19 | -0.4 | 26
CCN(CC(=O)N1CCOCC1)S(=O)(=O)c1ccc(Cl)cc1 | 105 | -2 | 1.2 | 7 | -17 | 109 | 8 | -0.1 | 27
CCOC(=O)c1ccc2nc(Nc3nc4ccc(F)cc4s3)sc2c1 | 101 | 0 | 1.2 | -1 | -3 | 101 | -3 | 0.3 | -46
Cn1c(SCc2cccc(Br)c2)nnc1-c1ccccn1 | 98 | -6 | -0.9 | -3 | -9 | 96 | 13 | -1.9 | 42
COc1ccc(OC)c(S(=O)(=O)NCc2cn3ccsc3n2)c1 | 102 | -3 | 0.8 | 0 | -11 | 100 | 26 | 0.7 | -6
O=C(Cn1nc(C(F)(F)F)c2c1CCCC2)N1CCOCC1 | 101 | 11 | 0.7 | 2 | -2 | 99 | -7 | -1.7 | 23
O=C(NC1CCCCC1)c1cccc(S(=O)(=O)N2CCOCC2)c1 | 104 | 3 | 0.5 | 2 | 7 | 104 | 39 | 1.8 | 10
COC(=O)C1CCN(C(=O)c2ccc(SC)cc2OC)CC1 | 103 | -5 | -0.1 | 0 | -6 | 102 | 8 | 1.6 | -8
COc1ccc(C(=O)N(c2ccccc2)C2C=CS(=O)(=O)C2)cc1 (configuration not stated) | 101 | -5 | -0.3 | -1 | -5 | 97 | 31 | 0.5 | 14
Cc1ccc(NC(=O)c2ccc(Cl)cc2[N+](=O)[O-])nc1 | 106 | -4 | 0.7 | 2 | 1 | 107 | -13 | -1.1 | 45
C/C(=N\O)c1ccc2c3c([nH]c2c1)CCCC3 | 102 | -2 | -0.8 | 1 | -10 | 100 | 24 | -1.9 | 10
CC1(C)C(C=C(Cl)Cl)C1C(=O)N(Cc1ccc(Cl)cc1)C1CCS(=O)(=O)C1 (configuration not stated) | 119 | -3 | 0.3 | 1 | 8 | 105 | 32 | -1.6 | 0
O=C(NC(=S)N1CCc2ccccc21)c1ccccc1Br | 102 | 5 | -0.4 | 7 | -14 | 104 | 29 | -1.3 | 3
O=C(O)CCCn1c(=S)[nH]c2c(sc3ccc([N+](=O)[O-])cc32)c1=O | 126 | -9 | 0.3 | 1 | -1 | 115 | 2 | 0.0 | 32
CC(=O)c1ccc(N2CCCCCC2)c(F)c1 | 105 | -2 | 0.1 | 6 | -3 | 108 | 16 | -0.1 | -42
CCOC(=O)C1=C(C)NC(SCC(=O)O)=NC1c1ccccc1 (configuration not stated) | 99 | · | -0.6 | -3 | -11 | 95 | 27 | -0.9 | 1
CCOC(=O)C1=C(C)N(C)C(=O)C1CC(=O)O (configuration not stated) | 102 | -6 | 1.3 | 0 | -9 | 98 | 14 | 3.4 | -1
O=C(CCCOc1ccc(Cl)cc1Cl)Nc1ccncc1 | 98 | -8 | 9.0 | 1 | 1 | 101 | 8 | 13 | 16
NC(=O)N/N=C\c1cc(Br)ccc1O | 105 | -2 | 0.3 | -2 | -7 | 105 | 34 | 0.7 | 0
CCCC(C)NC(=O)COC(=O)c1ccc(Cl)c(S(N)(=O)=O)c1 (configuration not stated) | 97 | -5 | -0.3 | 1 | -1 | 96 | 23 | -0.1 | -10
CC1CN(CCc2ccccc2)c2nc3c(c(=O)[nH]c(=O)n3C)n2C1 (configuration not stated) | 99 | 5 | -1.4 | 1 | -5 | 97 | 29 | -2.3 | 18
COc1ccc(CN2CCS(=O)(=O)CC2)cc1OC | 105 | -8 | -0.2 | -3 | 6 | 106 | -6 | 0.0 | 6
CCO[C@H]1OC(C(=O)N2CCCCCCC2)=C[C@@H](c2csc3ccccc23)[C@@H]1CCCO | 103 | -4 | -1.3 | 7 | -4 | 107 | -11 | -2.3 | 12
Cc1ccc(NC(=S)NC2CCCC2)cc1C | 104 | 3 | 0.7 | 14 | -3 | 105 | 12 | -2.0 | -4
Cc1cc(S(=O)(=O)Nc2noc3ccccc23)ccc1F | 107 | -9 | 1.3 | 4 | 0 | 108 | 22 | 0.5 | 7
CS(=O)(=O)N(CCc1ccccc1)CC(=O)NCC1CCCO1 (configuration not stated) | 95 | -3 | 0.2 | -2 | -14 | 98 | 1 | 0.3 | -11
O=C1c2cccc3c([N+](=O)[O-])ccc(c23)C(=O)N1c1ccc(Cl)cn1 | · | -7 | 2.4 | · | 33* | · | 6 | 1.1 | 93*
Cc1cc(-c2cccc([N+](=O)[O-])c2)nc2ccccc12 | 96 | 2 | -0.9 | 0 | 10 | 91 | 29 | -2.2 | 12
CCc1nn(C(CC)C(=O)NCc2cccc(OC)c2)c(=O)c2cc3occc3n12 (configuration not stated) | 103 | -7 | -0.5 | 11 | 1 | 105 | 8 | -1.3 | 44
O=C1NN(c2ccc(Cl)cc2)C(=O)/C1=C\c1ccc(-c2cccc(C(=O)O)c2)o1 | 95 | -2 | · | -15 | 0 | 93 | 15 | · | 18
CCOC(=O)CCCCC(=O)c1[nH]c(=O)[nH]c1CSCCO | 86 | 0 | 0.8 | -9 | -3 | 89 | 24 | 1.3 | 6
COC(=O)c1[nH]nc2c1C(=O)N(C1CCCCC1)C2=O | 101 | -1 | 0.2 | 0 | -13 | 104 | 2 | -0.7 | 7
O=C(c1ccccc1)C1C(=O)c2ccccc2C1=O | 107 | -7 | 1.0 | 9 | -6 | 109 | -9 | -1.1 | 37
CC1CCc2cc(F)ccc2N1C(=O)c1ccc2c(c1)OCO2 (configuration not stated) | 104 | -9 | -0.1 | 2 | 1 | 105 | 10 | -2.1 | 39
O=C(OCCCN1CCCC1)C1(c2ccccc2)CCCC1 | 102 | -3 | 0.4 | 7 | 7 | 122 | 0 | 0.2 | -1
COCCSc1nnc(NC(=O)C(C)(C)C)s1 | 92 | 0 | 0.8 | -4 | -5 | 92 | 12 | 2.3 | 7
Fc1ccc(-c2nn(-c3ccccc3)cc2CNCc2ccccc2)cc1 | 98 | -9 | 0.9 | 19 | 18 | 160* | 19 | 4.8 | 39
CCN(c1ccccc1)S(=O)(=O)c1ccc(Cl)c(NC(=O)CSc2nncs2)c1 | 99 | -1 | 1.9 | 9 | 16 | 101 | 31 | -0.2 | -2
Cc1ccccc1N(CC(=O)N/N=C/c1ccc(N(C)C)cc1)C(=O)c1ccccc1 | 109 | -4 | -0.3 | -3 | -4 | 107 | 10 | -2.1 | 11
COC(=O)/C=C\C(=O)Nc1cccc([N+](=O)[O-])c1 | 98 | 0 | 0.4 | 3 | -7 | 94 | 108* | 0.9 | 9
COC(=O)[C@@]1(Cc2ccc(OC)cc2)[C@H]2c3cc(C(=O)N4CCCC4)n(C[C@H](O)CO)c3C[C@H]2CN1C(=O)c1ccccc1 | 106 | -3 | 0.8 | 0 | · | 104 | · | 0.0 | ·
O=C(c1cccs1)N1CCN=C1SCc1ccccc1F | 111 | -5 | -0.8 | 0 | -5 | 112 | 6 | -2.1 | 27
CCOc1ccc(C2CC(c3cccc(C)c3)n3ncnc3N2)cc1 (configuration not stated) | 93 | -2 | 0.8 | -2 | 3 | 92 | -5 | 0.8 | 3
COc1cc(OC)c(NC(C)C(=O)N2CCCC2)cc1Cl (configuration not stated) | 93 | -2 | -0.8 | -2 | 12 | 97 | 0 | 0.2 | 15
COCCNCCCOc1ccc(C(C)(C)c2ccccc2)cc1 | 107 | 2 | 2.5 | 0 | -5 | 116 | -7 | 3.5 | -4
CCN(CC)C(=S)NC(=O)Cc1ccccc1 | 97 | 1 | 0.4 | -9 | 7 | 93 | 10 | 0.3 | -8
Cc1ccccc1NC(=O)c1ccc(F)c(S(=O)(=O)NCC2CCCO2)c1 (configuration not stated) | 99 | -3 | 2.8 | -6 | -6 | 98 | 26 | 2.6 | 40

Three structures already listed, arranged by length of the SMILES, highest first:
SMILES | MEKK3 PB1 HTS | GalR3 antagonist | V1R ag counter | MEKK2 mut-MEK5 | GPR7 antagonist | MEKK2 WT-MEK5 | NALP1 yeast inh | OXTR ag | PHOSPHO1 block
Cc1ccccc1NC(=O)c1ccc(F)c(S(=O)(=O)NCC2CCCO2)c1 (configuration not stated) | 99 | -3 | 2.8 | -6 | -6 | 98 | 26 | 2.6 | 40
COc1cc(OC)c(NC(C)C(=O)N2CCCC2)cc1Cl (configuration not stated) | 93 | -2 | -0.8 | -2 | 12 | 97 | 0 | 0.2 | 15
CCN(CC)C(=S)NC(=O)Cc1ccccc1 | 97 | 1 | 0.4 | -9 | 7 | 93 | 10 | 0.3 | -8

Molecules listed so far containing four or more nitrogen atoms:
SMILES | MEKK3 PB1 HTS | GalR3 antagonist | V1R ag counter | MEKK2 mut-MEK5 | GPR7 antagonist | MEKK2 WT-MEK5 | NALP1 yeast inh | OXTR ag | PHOSPHO1 block
O=C(Cn1cnc2ccccc2c1=O)NCCC(=O)N1CCN(c2ccccc2)CC1 | 98 | -2 | -0.5 | -5 | -17 | 93 | 21 | -0.6 | -15
Cc1cccc(N(CC(=O)N=Nc2c(O)[nH]c3ccccc23)S(C)(=O)=O)c1C | 91 | -1 | 3.4 | -4 | -10 | 93 | 8 | 4.3 | -15
Cc1ccc2cc(C#N)c(N3CCCN(C(=O)C4CCCO4)CC3)nc2c1 (configuration not stated) | 92 | -5 | -0.5 | -11 | -6 | 91 | -13 | -0.1 | 18
CCc1nn(CC(=O)NCCCN2CCCC2=O)c(=O)c2cc3sccc3n12 | 105 | -3 | -0.2 | 7 | -5 | 107 | 19 | -0.4 | 26
Cn1c(SCc2cccc(Br)c2)nnc1-c1ccccn1 | 98 | -6 | -0.9 | -3 | -9 | 96 | 13 | -1.9 | 42
CC1CN(CCc2ccccc2)c2nc3c(c(=O)[nH]c(=O)n3C)n2C1 (configuration not stated) | 99 | 5 | -1.4 | 1 | -5 | 97 | 29 | -2.3 | 18
CCc1nn(C(CC)C(=O)NCc2cccc(OC)c2)c(=O)c2cc3occc3n12 (configuration not stated) | 103 | -7 | -0.5 | 11 | 1 | 105 | 8 | -1.3 | 44
CCN(c1ccccc1)S(=O)(=O)c1ccc(Cl)c(NC(=O)CSc2nncs2)c1 | 99 | -1 | 1.9 | 9 | 16 | 101 | 31 | -0.2 | -2
Cc1ccccc1N(CC(=O)N/N=C/c1ccc(N(C)C)cc1)C(=O)c1ccccc1 | 109 | -4 | -0.3 | -3 | -4 | 107 | 10 | -2.1 | 11
CCOc1ccc(C2CC(c3cccc(C)c3)n3ncnc3N2)cc1 (configuration not stated) | 93 | -2 | 0.8 | -2 | 3 | 92 | -5 | 0.8 | 3

Compound activity: PubChem, several laboratories
